NTR1 agonist = agonists of NTR1, primary screen, imaging, U2OS cells, beta-arrestin-GFP, high content (AID 493036). hit rate 0.17% among 330,000. NTR1-U2OS beta-arrestin-GFP spot imaging, agonist mode. activation, % at 20 µM. Neurotensin receptor type 1 (Homo sapiens), P30989;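 active means activation at or above 40% of the spot to cytoplasm intensity ratio, with at least 20 cells analyzed; inconclusive means wells under 20 cells, flagged as cytotoxic or low count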;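 further: 0% = DMSO without peptide and 100% = 100 nM NTR1 peptide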
Target sequence (P30989 whole entry, looked up): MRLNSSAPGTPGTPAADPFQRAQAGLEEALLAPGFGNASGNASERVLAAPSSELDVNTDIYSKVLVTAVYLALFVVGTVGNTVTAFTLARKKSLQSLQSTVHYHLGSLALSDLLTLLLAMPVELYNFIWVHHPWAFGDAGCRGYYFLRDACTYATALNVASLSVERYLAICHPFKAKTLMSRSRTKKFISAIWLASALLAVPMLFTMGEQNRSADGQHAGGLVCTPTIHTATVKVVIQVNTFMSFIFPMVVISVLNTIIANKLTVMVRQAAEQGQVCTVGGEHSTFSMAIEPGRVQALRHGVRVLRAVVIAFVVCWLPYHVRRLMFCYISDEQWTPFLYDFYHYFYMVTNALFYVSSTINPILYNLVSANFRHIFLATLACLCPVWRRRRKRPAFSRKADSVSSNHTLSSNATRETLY
MgcRacGAP inhibition = MgcRacGAP GTPase-activating activity inhibitors, confirmation, biochemical, ADP Hunter fluorescence; Rac GTPase-activating protein 1 (Homo sapiens); MgcRacGAP-stimulated Rac1 GTP hydrolysis, ADP Hunter fluorescence; higher % means a stronger effect; GST-tagged Rac1 F28L mutant substrate; one-dose inhibition, % at 30 µM; IC50 in µM for titrated hits; hit rate 0.6% among 340,000;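 active means first-screen hits whose inhibition reached a set limit at any dose in the follow-up dose series; inconclusive means inhibition above the set first-screen limit but never retested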;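 further: fluorescence reports GDP produced by GAP-driven GTP hydrolysis; strong numbers were not always called active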
UTI89 phage lysis = inhibition of K1F phage lysis, E. coli UTI89, bacterial capsule biogenesis inhibitors, alamar blue (AID 488966) | E. coli UTI89 K1F phage lysis, alamar blue, 2 h; higher % means a stronger effect | inhibition, % at 100 µM, or IC50 in µM where a hit was titrated | hit rate 0.02% among 340,000;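 active means phage lysis inhibition, versus mean bacterial control, above a set limit; inconclusive means no clear call, values can overlap the other calls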;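 further: capsule biogenesis inhibitors block K1F phage lysis so surviving cells raise fluorescence; higher fluorescence means more inhibition of phage lysis; actives were called in the ten point dose series up to 300 µM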
RSV CPE inhibition = RSV antiviral activity via CPE protection, HEp-2 cells, primary 10 µM value included (AID 2391) | HEp-2 cells, RSV-induced CPE inhibition; higher % means a stronger effect | CPE inhibition, % at 10 µM, or IC50 in µM where a hit was titrated | hit rate 0.13% among 310,000; in the data active means a potency from the dose series; inconclusive means CPE inhibition mostly from about 23% at the one dose, without a potency; inactive means the rest, 99 in 100 with CPE inhibition below about 21%; further: strong numbers were not always called active
West Nile antiviral = West Nile virus antiviral activity, cell-based, CPE readout (AID 1621); West Nile virus-infected cells, CPE inhibition; higher % means a stronger effect; CPE inhibition, % at 10 µM; hits with a dose series show IC50 in µM; hit rate 0.02% among 290,000; in the data active means a potency from the dose series; inconclusive means CPE inhibition mostly from about 3.7% at the one dose, without a potency; inactive means the rest, 99 in 100 with CPE inhibition below about 2.2%; further: strong numbers were not always called active
Dengue-2 NS5 capping = Dengue-2 NS5 methyltransferase inhibitors, primary screen, biochemical, confirmation dose response (AID 588689). Dengue-2 NS5 methyltransferase capping enzyme assay, biochemical; higher % means a stronger effect. hit rate 0.3% among 340,000. inhibition, % at 25 µM, or IC50 in µM where a hit was titrated. Genome polyprotein (Dengue virus type 2 (strain 16681-PDK53)); in the data active means a potency from the dose series; inconclusive means inhibition above about 29% without an active follow-up result
Large T inhibition = SV40 large T antigen inhibitors, biochemical (AID 1903); inhibition, % at 20 µM; hits with a dose series show IC50 in µM; hit rate 0.39% among 310,000; SV40 large T antigen ATPase/helicase inhibition assay; higher % means a stronger effect; in the data active means a potency from the dose series; inconclusive means inhibition mostly from about 32% at the one dose, without a potency; inactive means the rest, 99 in 100 with inhibition below about 32%; further: strong numbers were not always called active
PhoP inhibition = inhibitors of PhoP regulon expression, primary screen, Salmonella Typhimurium, GFP reporter (AID 1863) | hit rate 0.16% among 300,000 | inhibition, % at 50 µM; hits with a dose series show IC50 in µM | S. Typhimurium PhoP-regulated promoter GFP reporter, 4 h; higher % means a stronger effect;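 active means inhibition over 29.93%, a cutoff 3 SD above the screen mean, later confirmed by dose response; inconclusive means inhibition over 29.93% but no dose response follow-up; inactive means inhibition at most 29.93% or unconfirmed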;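 further: 0% = low Mg2+ inducing control and 100% = high Mg2+ repressing control; strong numbers were not always called active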
T cell modulator = modulators of CD8 T cell-vesicle binding, primary screen, mouse 2C CD8+ T cells, flow cytometry; 2C CD8+ T cell-vesicle binding; hits give low values; calls only at 7 µM; hit rate 0.068% among 330,000;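 active means response, share of CD8 T cells binding vesicles, and their 90th percentile fluorescence all below set limits, cut at about 80% in these data, passing the limit was not always enough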
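Read-out – percent CD8+ FL2 mean versus row control · System – murine 2C transgenic CD8+ T lymphocytes · Times – 1.5 h cell–vesicle binding at 37 °C, then 20 min icy labelling · Control set – naked vesicles low, QL9 vesicles with vehicle high · Detection – cytometric PE anti-B7-1 and Alexa647 anti-CD8 signals after 1% paraformaldehyde fixation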
T cell modulator vesicle-bound % = also measured in T cell modulator; calls as there; double positive events, %; measured here: CD8+ vesicle-bound cell fraction;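 binding gate set so that unloaded-vesicle control wells show 10% double positive cells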
NTR1 agonist cell count 20 µM = also measured in NTR1 agonist; calls as there; cell count; measured here: cell count, cytotoxicity flag
Dengue-2 NS5 capping pilot replicate = also measured in Dengue-2 NS5 capping; calls as there; inhibition, %; measured here: pilot screen replicate inhibition
The depositor's hits bear a star; i = inactive; ? = inconclusive; nt = no result given; [ ] = another dose, or the depositor's remark.

SMILES	NTR1 agonist	NTR1 agonist cell count 20 µM	MgcRacGAP inhibition	UTI89 phage lysis	RSV CPE inhibition	West Nile antiviral	Dengue-2 NS5 capping	Large T inhibition	PhoP inhibition	T cell modulator	T cell modulator vesicle-bound %	others
COc1nc(-c2ccc3c(c2)OCO3)n(-c2ccc(NC(=O)CSc3ccccc3)cc2)n1	2.8	52	7%	-1.0%	3.1%	0.4%	-9%	23%	nt	i	28
COc1ccc(O)c(CN2CCCC(N3CCN(c4ccc(F)cc4)CC3)C2)c1 (centres undefined)	-0.1	45	0%	-1.7%	-1.0%	-1.4%	0%	24%	-2%	i	29
Cc1ccc(-c2nnn(CC(=O)N(c3ccc(F)cc3)C(C(=O)NC3CCCC3)c3ccco3)n2)o1 (centres undefined)	1.4	63	12%	-0.1%	3.9%	-0.2%	3%	25%	0%	i	51
Cc1cc(SCC(=O)NN)c2cc(Br)ccc2n1	1.1	67	13%	-1.7%	nt	0.1%	5%	19%	-3%	i	26
COc1ccc(C(C#N)Nc2ccccc2OC)cc1 (centres undefined)	0.3	81	0%	-0.3%	0.2%	0.9%	-1%	7%	27%	i	31
COc1ccc(-c2csc3nc[nH]c(=O)c23)cc1	0.3	61	2%	0.7%	0.1%	0.6%	-7%	3%	2%	i	68
CCc1nc(SCC(=O)N2CCCCCC2)c2c(=O)n(C)c(=O)n(C)c2n1	3.3	56	7%	-0.4%[50 µM]	1.2%	-0.4%	-1%	16%	-4%	i	21
CC(C)OC(=O)C1C(=O)CC(C)(O)C(C(=O)OC(C)C)C1c1cccc(O)c1 (centres undefined)	1.3	79	3%	-0.1%	-0.1%	nt	-6%	14%	4%	i	48
O=C(Nc1cccc2ccccc12)C12CC3CC(C1)CC(n1cnc([N+](=O)[O-])n1)(C3)C2	0.9	73	6%	2.2%	11%	-0.2%	1%	-1%	-3%	i	40
Cc1cc([N+](=O)[O-])ccc1NC(=O)CSc1nncn1-c1ccccn1	-2.6	59	4%	-0.8%	0.8%	-0.7%	-3%	3%	-6%	i	42
O=C(COC(=O)c1ccccn1)Nc1ncc(C(F)(F)F)cc1Cl	-0.5	42	12%	1.7%	1.4%	0.3%	11%	9%	-6%	i	36
CCCCn1c(NCCN(C)C)nc2c1c(=O)[nH]c(=O)n2C	3.0	89	10%	-0.3%	1.8%	0.2%	-6%	18%	7%	i	31
Cc1nn(C)c(C)c1CCC(=O)O	-1.1	60	3%	0.0%	-1.3%	0.2%	nt	24%	-1%	i	57
COc1ccccc1C(=O)NC(=O)COC(=O)CCOc1cc(C)ccc1C	1.2	67	6%	-0.2%	2.4%	0.9%	-5%	3%	-3%	i	56
CC1CCC2(CC1)NC(=O)N(CC(=O)N1CCN(C(=O)c3ccco3)CC1)C2=O (centres undefined)	-1.2	83	1%	0.4%[50 µM]	0.1%	nt	-7%	nt	nt	i	14
O=C(NCCc1cnc[nH]1)c1cccs1	3.5	61	-2%	-1.4%	1.7%	0.0%	-2%	6%	-3%	i	17
COc1ccc(-c2cc(C(=O)Nc3cc(C)on3)no2)cc1OC	-0.4	51	4%	-0.2%	1.4%	-0.3%	-1%	11%	-3%	i	40
O=C(NC1=NCCCCC1)c1cccc2ccccc12	-0.5	63	-1%	0.2%	-0.5%	0.6%	-3%	8%	-9%	i	44
CCc1n[nH]c(=S)n1/N=C/c1cc(Br)c(O)c(OC)c1	-0.1	54	15%	0.3%	?	0.5%	-3%	?	-2%	i	11
Cc1ccc(-c2nn3c(C)nnc3c3ccccc23)cc1S(=O)(=O)NCCO	0.3	33	-8%	-1.3%	-2.3%	0.0%	-1%	9%	5%	i	56
C/C(=N\NC(=O)c1c(Cl)c(C)nn1C)c1cccc(NC(=O)c2cccc(F)c2)c1	11	53	6%	1.3%[50 µM]	0.9%	2.2%	0%	27%	-1%	i	8
COCCNC(=O)Nc1ccc2nc(-c3cccs3)c(-c3cccs3)nc2c1	2.8	49	8%	2.4%	48%	1.3%	-18%	13%	-6%	i	54
Cc1cc2cc(CN(Cc3ccco3)C(=O)NCc3ccccc3)c(=O)[nH]c2cc1C	-0.2	22	14%	0.3%	0.5%	0.1%	5%	8%	-13%	i	30
Cc1ccc(/C(N)=N/OC(=O)Cc2cccs2)cc1	0.8	75	2%	0.3%	1.8%	-1.1%	-12%	4%	-16%	i	52	Dengue-2 NS5 capping pilot replicate=3.3
COc1ccc(/C=C/c2ccccc2)cc1[C@H]1[C@@H]2C=CCC[C@@]2(C)C(=O)N1Cc1ccccc1	5.7	86	6%	1.3%	1.0%	0.6%	-4%	14%	2%	i	37
O=C(COc1ccc(S(=O)(=O)NC2CCCCC2)cc1Cl)N1CCN(c2ccccc2)CC1	2.5	67	6%	0.7%	1.8%	-0.9%	1%	9%	-5%	i	33
O=c1oc2ccccc2c2oc3cc(O)c(O)cc3c12	4.8	79	?	0.3%	5.1%	0.2%	3%	6.5µM*	-18%	i	43
CCOc1ccccc1N1CCN(C(=O)NC2CCCCC2)CC1	-1.1	21	5%	0.7%[50 µM]	0.6%	-0.6%	-3%	7%	7%	i	0
O=C(CCCC1=NS(=O)(=O)c2ccccc2N1)N1CCN(c2ccccc2)CC1	-0.1	66	2%	-0.6%	1.0%	-0.6%	-15%	13%	5%	i	18
Cc1ccc(NC2CCCN(C(=O)C3CCCC3)C2)cc1C (centres undefined)	-0.5	44	19%	-0.1%	1.3%	-0.9%	1%	8%	2%	i	70
COc1ccc(CNC(=O)c2cc(=O)c3cc(C)cc(C)c3o2)cc1	4.1	103	8%	0.2%	4.9%	-0.2%	-5%	7%	-6%	nt	nt
O=C(CN(C(=O)C1CSC(=O)C1)c1ccccc1F)NCc1ccc2c(c1)OCO2 (centres undefined)	1.8	59	9%	4.0%	-0.5%	-1.1%	2%	4%	0%	i	10
CCCCN(CC)S(=O)(=O)c1ccc2c(c1)CCCN2C(C)=O	-0.7	55	1%	1.6%	0.7%	-0.5%	-12%	4%	-13%	i	45
COc1ccsc1C(=O)NCCN1CCOCC1	0.4	52	6%	0.1%	1.1%	-0.5%	-2%	26%	-1%	i	22
C#CCOCCOCCOCCNc1nc(N2CCOCC2)nc(N2CCN(C(=O)CCCCCCCCCCNC(=O)[C@H](CO)n3cc(CCCCCN)nn3)CC2)n1	3.7	88	-3%	-1.5%	1.1%	nt	6%	5%	9%	i	40
CC(=O)c1ccc(N2CCN(C(=O)CCCn3c(=O)[nH]c4ccc(Br)cc4c3=O)CC2)cc1	6.6	71	11%	-0.1%	3.0%	-1.1%	-11%	3%	1%	i	32
Cc1cccc(N2C(=O)CC(N3CCN(c4ccc(Cl)cc4)CC3)C2=O)c1 (centres undefined)	1.3	62	5%	-0.4%	2.9%	-0.2%	-5%	14%	-4%	i	18
CCc1ccc(NC(=O)COC(=O)C2(c3ccc(Cl)cc3)CCCC2)cc1	7.3	79	2%	-0.4%	-0.1%	-0.5%	-1%	0%	-13%	i	50
Cc1cccc(NC(=O)c2ccc(OCc3c(C)noc3C)cc2)c1C	1.4	43	3%	0.5%[50 µM]	nt	nt	-2%	nt	nt	i	38
Cc1ccc2nc(-c3ccc4c(c3)OCCO4)cn2c1	-1.1	51	10%	-0.4%	1.1%	-0.6%	3%	9%	-4%	i	44
Cc1ccc(S(=O)(=O)NCC(=O)NCC2CCCCC2)cc1C	0.1	54	8%	0.4%	0.9%	-0.5%	-10%	17%	-4%	i	21
CC12CC3CC(C)(C1)CC(C(=O)N1CCN(C(=O)c4ccco4)CC1)(C3)C2	3.4	68	3%	0.0%	4.0%	0.0%	-1%	7%	-3%	i	7
Cc1ccnc(NC(=O)c2sc3ccccc3c2Cl)c1	1.2	52	-1%	2.7%	0.6%	-0.6%	2%	6%	-12%	i	46
C/C=C/c1ccccc1OCc1ccc(C(=O)O)o1	-2.3	57	6%	1.1%	1.9%	0.1%	4%	1%	3%	i	32
CCC(NS(=O)(=O)c1ccc(C)cc1)C(=O)N1CCOCCOCCOCCOCC1 (centres undefined)	-1.0	48	6%	0.1%	3.1%	-0.1%	-6%	5%	0%	i	9
CC(=O)C1=C(O)C(=O)N(c2ccc(C(=O)O)cc2)C1c1ccccc1 (centres undefined)	-0.3	84	1%	-0.4%	0.9%	-0.4%	1%	20%	-6%	i	36
COc1cc(OC)cc(C(=O)N/N=C(\C)CC(=O)Nc2ccccn2)c1	-0.8	41	6%	0.4%	-0.2%	0.4%	-15%	3%	1%	i	18
O=C(NNC(=O)c1cccs1)c1ccccc1	2.9	29	-10%	0.1%	-1.0%	0.6%	-5%	7%	1%	i	51
CC(C)(C)NC(=O)NC(=O)CSc1ncccn1	-0.1	53	7%	-0.1%	-1.3%	-0.1%	-12%	14%	-5%	i	17
CC(C(=O)Nc1ccc([N+](=O)[O-])cc1Cl)N1CCN(S(=O)(=O)c2cccs2)CC1 (centres undefined)	2.6	76	1%	0.4%[50 µM]	0.4%	nt	-2%	nt	nt	i	15
Cc1csc(Nc2ccccc2C(F)(F)F)n1	1.3	54	1%	0.2%	14%	0.0%	-10%	-1%	-3%	i	56
Cc1ccc(/C=N/NC(=O)Cn2cnc3c2c(=O)n(C)c(=O)n3C)s1	-0.2	36	-2%	2.8%	2.3%	-0.7%	-1%	5%	-4%	i	42
CC(NC(=O)C1=CC=CN2CCS(=O)(=O)N=C12)c1ccc(Cl)cc1Cl (centres undefined)	0.6	55	5%	0.6%[50 µM]	3.1%	nt	0%	nt	nt	i	32
O=C(NCCNC(=O)c1ccc(Br)o1)c1cccnc1	0.7	54	4%	0.8%[50 µM]	1.1%	-0.7%	-4%	10%	-1%	i	21
